Compound activity as filed in PubChem.
SSB-PriA inh – inhibitors of Klebsiella pneumoniae PriA binding to SSB C-terminal tail; AlphaScreen SSBct-PriA binding, biotinylated peptide; inhibition, % at 33 µM; 430,000 tested, 0.6% active; in the data active means inhibition mostly above about 37%, no sharp cut-off; inactive means mostly below about 20%;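 further: plate controls were negative control peptide for no effect and reference peptide for full effect; strong numbers were not always called active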
The depositor's hits bear a star; i = inactive; & = joins results of further samples. Some of the compounds tested. The share of hits here may be higher or lower than overall.

SMILES | SSB-PriA inh
Cc1cc(C)n2nc(C(=O)NC3CCN(c4cc(C)[nH]n4)CC3)nc2n1 | -20
CCOC(=O)N1CCN(C(=O)CSc2nc3c(c(=O)n2CCc2ccccc2)SC(C)C3)CC1 (configuration not stated) | 1
O=C(COc1ccccc1F)NCc1cncc(-c2ccsc2)c1 | -14
Cc1oncc1C(=O)NCC1CCN(C(=O)c2cc3ccccc3o2)CC1 | -2
CNC(=S)NN=Cc1cc(C)ccc1C | 4
COc1ccc(Cl)cc1-n1nnc(-c2nc(-c3ccccc3F)no2)c1N | -4
CC1CCN(S(=O)(=O)c2cccn(CC(=O)N3CCc4ccccc43)c2=O)CC1 | 0
CC1(C)Cc2cccc(OCC(=O)Nc3ccc4c(c3)C(=O)N3CCCCC3CCO4)c2O1 (configuration not stated) | -1
COC(=O)N1CCC(CNC(=O)C(=O)NCCC2=CCCCC2)CC1 | -4
O=C(Cn1c(=O)oc2ccccc21)N1CCC(n2cc(-c3ccccc3)nn2)C1 (configuration not stated) | -7
CCOC(=O)C1=C(C)N=c2sc(=Cc3ccc(OCC(=O)O)c(OC)c3)c(=O)n2C1c1ccc(OC)cc1 (configuration not stated) | -9
CC(=NNC(=S)Nc1ccc(C)c(C)c1)c1ccc(N2CCOCC2)cc1 | 10
COc1cc(-c2nnc(/C=C/c3ccccc3)o2)cc(OC)c1OC | 5
O=C(Nc1nc2ccc(Cl)cc2s1)c1ccc(-n2ccnc2)nn1 | -12
COCCSc1nnc(C(C)C)c2cnn(-c3ccc(F)cc3)c12 | -2
COc1ccc(C=NNc2nccnc2Cl)cc1 | 0
O=C(NCCN1CCn2cc(OCc3ccccc3)c(=O)cc2C1=O)c1ccccc1F | -16
Cc1ccccc1C(=O)NCCn1ncc2c(=O)n(Cc3cccc4ccccc34)cnc21 | 8
Cc1cccc2sc(N(CCCn3ccnc3)C(=O)c3ccco3)nc12 | 45*
O=C(Nc1ccccc1F)N1CCN(c2ccc(-c3ccncc3)nn2)CC1 | 3
CC1CCc2nc(NC(=O)CN3C(=O)CCC3=O)sc2C1 (configuration not stated) | -10
Cc1cc(C(=O)NCC(c2ccc(N(C)C)cc2)N2CCN(C)CC2)ccc1[N+](=O)[O-] (configuration not stated) | 21
Cc1cccc(C(=O)N2N=C(c3ccco3)CC2c2ccco2)c1 (configuration not stated) | 4
O=C(C[C@H](NCc1cccnc1)C(=O)O)Nc1ccccc1Cl | -9
COc1cc(C(=O)NN=Cc2ccc(OC(=O)c3ccccc3Cl)cc2)ccc1O | 17
Clc1ccc(-n2ccnc2)nn1 | -19
O=C(NCCNc1cc(-n2cccc2)ncn1)c1ccccc1C(F)(F)F | 7
O=C(Nc1ccccc1-c1cn2ccsc2n1)C1(c2ccccc2)CCOCC1 | 2
O=C(Nc1cc(C(F)(F)F)ccc1Cl)c1ccc(=O)n(Cc2cccc([N+](=O)[O-])c2)c1 | -7
Cc1c(Cl)cccc1S(=O)(=O)N1CCC(n2cc(-c3ccccc3)nn2)C1 (configuration not stated) | -9

Rewritten tab-delimited: part of the list above
structure	SSB-PriA inh
COc1cc(-c2nnc(/C=C/c3ccccc3)o2)cc(OC)c1OC	5
O=C(Nc1nc2ccc(Cl)cc2s1)c1ccc(-n2ccnc2)nn1	-12
COCCSc1nnc(C(C)C)c2cnn(-c3ccc(F)cc3)c12	-2
COc1ccc(C=NNc2nccnc2Cl)cc1	0
O=C(NCCN1CCn2cc(OCc3ccccc3)c(=O)cc2C1=O)c1ccccc1F	-16
Cc1ccccc1C(=O)NCCn1ncc2c(=O)n(Cc3cccc4ccccc34)cnc21	8
Cc1cccc2sc(N(CCCn3ccnc3)C(=O)c3ccco3)nc12	45*
O=C(Nc1ccccc1F)N1CCN(c2ccc(-c3ccncc3)nn2)CC1	3
CC1CCc2nc(NC(=O)CN3C(=O)CCC3=O)sc2C1 (configuration not stated)	-10
Cc1cc(C(=O)NCC(c2ccc(N(C)C)cc2)N2CCN(C)CC2)ccc1[N+](=O)[O-] (configuration not stated)	21
Cc1cccc(C(=O)N2N=C(c3ccco3)CC2c2ccco2)c1 (configuration not stated)	4
O=C(C[C@H](NCc1cccnc1)C(=O)O)Nc1ccccc1Cl	-9
COc1cc(C(=O)NN=Cc2ccc(OC(=O)c3ccccc3Cl)cc2)ccc1O	17
Clc1ccc(-n2ccnc2)nn1	-19
O=C(NCCNc1cc(-n2cccc2)ncn1)c1ccccc1C(F)(F)F	7
O=C(Nc1ccccc1-c1cn2ccsc2n1)C1(c2ccccc2)CCOCC1	2

New compounds follow.
SMILES | SSB-PriA inh
COc1ccc(CC(=O)Nc2ccccc2-c2csc(-c3ccccc3F)n2)cc1OC | 3
O=C(CSc1ccc(-c2cccnc2)nn1)Nc1nc2ccccc2s1 | -6
CCOc1ccc(CC2SC(=NN=Cc3ccco3)NC2=O)cc1 (configuration not stated) | 5
Cc1nnc(NC(=O)CSc2nnc(NC(=O)CC(C)C)s2)s1 | -8
O=c1nc(N2CCOCC2)nc(NN=Cc2ccc3c(c2)OCO3)[nH]1 | -7
Cc1c(C(=O)O)nc2sccn12 | -2
COC(=O)c1ccc(C(=O)Nc2nc(-c3cc4ccc(OC)cc4o3)cs2)cc1 | -15&-5
CCC(CO)N=C1CC(C)(C)CC(=O)C1=C(O)CCCN1C(=O)c2ccccc2C1=O (configuration not stated) | -6
CCn1nccc1C(=O)Nc1nnc(-c2ccco2)o1 | 0
Cc1ccccc1C1CCN(C(=O)c2c[nH]c(=O)[nH]2)CCS1 (configuration not stated) | -7
CCOC(=O)Nc1cc(C)nn1-c1nc(CC)cc(=O)[nH]1 | 30
CON=Cc1ccc(Oc2ccc(C)cc2)nc1 | -24
COc1ccc(S(=O)(=O)Nc2nc(C(=O)Nc3ccc(F)c(Cl)c3)cs2)cc1 | -18
CSC(=S)N/N=C\c1ccncc1 | -4
CN(C)c1ncc(NC(=O)Nc2ccc(F)c(Cl)c2)cn1 | -2
Cc1cn2nnc(C(=O)NCCC3=CCCCC3)c2c(=O)[nH]1 | -19
CCCCOc1ccc(NC(=O)NCC2(CO)CC2)cc1 | 11
Cc1nc2ccc(N=Cc3cccc4ccccc34)cc2s1 | 13
O=C(COc1ccccc1F)N1CC(C(=O)N2CCN(Cc3cccnc3)CC2)C1 | -5
O=C(Nc1nnc(Cc2cccs2)o1)c1ccco1 | -7
O=S(=O)(c1ccc2c(c1)OCCO2)N1CCn2cccc2C1c1ccc(F)c(F)c1 (configuration not stated) | -3
COc1ccc(OC)c(C=NNC(=O)CSc2nnc(CCCc3ccc(OC)c(C)c3)o2)c1 | 1
Cc1nn(CC(=O)NN=Cc2ccc3c(c2)OCO3)c(C)c1Br | -15
O=c1cc(C2CCCC2)ncn1CCNS(=O)(=O)Cc1cc(F)ccc1F | -4
Cc1nnc(NC(=O)CCCOc2ccc(C(C)(C)C)cc2)s1 | -7
O=c1[nH]c2c(s1)C1c3ccccc3OCC1CS2 (configuration not stated) | 1
CN(C)S(=O)(=O)c1ccc(-c2nnc(NC(=O)Cc3ccc4c(c3)OCO4)o2)cc1 | -1
Cc1ccsc1C=NNC(=O)CNC(=O)c1ccco1 | 3
O=C(O)c1ccccc1NS(=O)(=O)c1ccc(NN=Cc2ccc(O)c(O)c2)c([N+](=O)[O-])c1 | 44*
CC(=NNC(=O)c1ccco1)c1ccc(NC(=O)c2ccccc2)cc1 | -4
O=C(Cc1c[nH]c2ccccc12)N1CCN(c2cc(-n3cncn3)ncn2)CC1 | -6
Cc1cc(S(=O)(=O)N2CCN(c3ccc4nnc(C5CC5)n4n3)CC2)ccc1F | -4
CCCC(=O)Nc1ccc2c(c1)CN(C(C)=O)CC2 | -1
CC(=O)N1CCc2ccc(NC(=O)C(C)(C)C)cc2C1 | 4
O=S(=O)(c1cccs1)N1CCC(c2nc(-c3ccccc3Cl)no2)CC1 | -26
O=C(NCc1c(F)cccc1F)C1CCN(c2cc(-n3cncn3)ncn2)CC1 | 0
CN1CCOc2ccc(NC(=O)COc3ccc4ccccc4c3)cc2C1=O | -15
CCN1CCN(C(=O)NC[C@H](OC)c2ccc(Cl)s2)C(=O)C1=O | -13
COc1ccc(C=NNc2cc(C)nc(-n3nc(C)cc3C)n2)c(OC)c1 | 7
O=C(C1CCOC1)N1CCCCC(c2ccc(F)cc2)C1 (configuration not stated) | 17
CCOC(=O)c1sc(NC(=O)CSc2cc(C)c3ccc(OC)cc3n2)c(C(=O)OCC)c1C | -21
O=C(NN=Cc1ccncc1)c1nn(Cc2ccccc2)c(=O)c2ccccc12 | -11
CCOc1ccc(NC(=Nc2nc(C)cc(C)n2)NC(C)=O)cc1 | -8
COc1ccc(CC(=O)NCC#CCOc2ccccc2C(N)=O)cc1OC | -8
Cc1oc(-c2ccc(Cl)cc2)nc1CSc1nc(C(F)(F)F)cc(=O)[nH]1 | -3
O=C(Nc1ccc(OC(F)(F)F)cc1)c1oc2ccccc2c1NC(=O)c1c(F)cccc1F | -17
CCOC(=O)c1ccccc1Nc1nnc(C(C)(C)C)c(=O)[nH]1 | 1
N#Cc1cc2c([nH]c1=O)CCN(C(=O)c1ccc(S(=O)(=O)N3CCOCC3)cc1)C2 | -10
CCOc1cc(C)c(C(C)C)cc1S(=O)(=O)n1cccn1 | -14
Cc1ccc(NN=C(C#N)C(N)=S)cc1C | 15
Cc1ccc(SCc2nc3ccccn3c2Cl)cc1 | -9
O=C(O)c1cccc2c1C(=NNc1ccc([N+](=O)[O-])cc1[N+](=O)[O-])c1ccccc1-2 | -7
Cc1nc(NC(=O)c2ncc(-c3ccc(F)cc3)o2)sc1C | -5
CC(=O)NC1C(Oc2nc3ccccc3o2)OC(COC(C)=O)C(OC(C)=O)C1OC(C)=O (configuration not stated) | 2
CCn1c(N=Cc2ccccc2NS(=O)(=O)c2ccc(C)cc2)nc2ccccc21 | -15
CC(=NNc1ncc(Cl)cc1Cl)c1ccc(C#N)cc1 | 1
C(=Nc1ccccc1-c1nc2ccccc2[nH]1)c1ccco1 | 6
CC(C)OCc1ccc(C(=O)Nc2nccs2)o1 | 5
O=C(Cn1c(=O)n(-c2ccc(F)cc2)c(=O)c2oc3ccccc3c21)NC[C@H]1CCCO1 | -3
O=C(c1ccsc1)N(CCc1cccs1)Cc1ccoc1 | 2

The list continues.
SMILES | SSB-PriA inh
O=C(Nc1ccc(S(=O)(=O)Nc2ncccn2)cc1)C1CN(C(=O)c2cccs2)C1 | -9
COc1ccc(OC)c(S(=O)(=O)NCC(c2cccs2)S(=O)(=O)c2cccs2)c1 (configuration not stated) | -12
CCNC(=S)NN=Cc1ccc(C(=O)O)cc1 | -4
CO[C@@](C)(CNC(=O)c1cnoc1C)c1ccccc1F | 1
O=C(CSc1ncccn1)NN=Cc1ccc(OC2CSC2)cc1 | 7
O=C(Cn1cnc2ccccc21)N1CCC(Cc2n[nH]c(=O)n2-c2ccccc2F)CC1 | -24
COc1ccc(C=NNC(=O)c2ccc3nc[nH]c3c2)c(OC)c1 | 2
O=C(CSc1nnc(NC(=O)c2cc(Cl)ccc2Cl)s1)Nc1ccc(OC(F)(F)F)cc1 | -13
COc1cc(NS(=O)(=O)CCc2ccccc2)ccc1N1CCCC1=O | -16
O=C(COc1ccccc1F)NCCc1ccc(N2CCCC2)cc1 | 17
CCOc1ccc(-c2ccc(=O)n(CCCC(=O)Nc3ccc(C(C)=O)cc3)n2)cc1 | -5
Cc1cc(NC(=O)CSc2ccc(NCc3ccc(F)cc3)nn2)ccc1Br | -22
O=C(NCc1nn(C2CCCC2)c(=O)c2ccccc12)c1nc2ccccc2s1 | -17
CCOC(=O)[C@@H]1CCc2sc(NC(=O)c3ncc(-c4ccccc4)o3)nc21 | -5
COc1ccc2cc(C(=O)N3CCc4nc(NC(=O)c5cc(C)on5)sc4C3)[nH]c2c1 | 10
O=C(NCC1CCN(c2ccncc2)CC1)C(=O)Nc1cccc(C(F)(F)F)c1 | -19
CC(=C/c1ccc(C(C)C)cc1)/C=N/NC(=O)Cn1cncn1 | i
O=C(O)CC(C(=O)O)c1ccccc1F (configuration not stated) | -7
COc1ccccc1-c1nnc(C2CCN(C(=O)Nc3ccc4c(c3)OCO4)CC2)s1 | 14&29
O=C(Cc1cccs1)N[C@H](c1cccnc1)C1CCOCC1 | 0
Cc1cc(C(=O)NCCC(O)c2cccc3ccccc23)c(C)o1 (configuration not stated) | 18
Cc1ccc(C2=[N+]([O-])C3(CCCCCC3=NNC(N)=O)N(O)C2(C)C)o1 (configuration not stated) | -3
O=C(Cc1cccs1)N1CCC(c2nnc(C3CC3)o2)CC1 | 2
COc1ccccc1OCC(=O)N1CCN(Cc2nc(-c3ccc(F)cc3)cs2)CC1 | -4&-16
CSCC[C@H](NC(=O)OC(C)(C)C)C(=O)NN=Cc1c(C)[nH]c(=O)[nH]c1=O | -5
CCCOc1nn(CCC)cc1C(=O)NCCc1ccccc1OC | -5
O=C(NCc1cc(-c2ccc3c(c2)OCO3)on1)C1CC1 | -5
O=C(CSc1ccc2nnc(-c3cccnc3)n2n1)Nc1cc(C(F)(F)F)ccc1Cl | -3
COc1ccc(C)cc1S(=O)(=O)Nc1ccc2c(c1)CN(C(=O)c1cccs1)CC2 | 4
Cc1ccc(NC(=O)c2sccc2S(=O)(=O)N2CCN(c3ccccc3)CC2)cc1Cl | -8
Cc1nc2ccccc2c(=O)n1-c1ccc(NC(=O)COc2ccc3c(c2)OCO3)cc1 | -1
CCOc1ccccc1C(=O)N1CCO[C@H](c2ccc(C(F)(F)F)cc2)C1 | -12
Cc1cccc(NC(=O)C(=O)NCC2COC3(CCCC3)O2)c1C (configuration not stated) | -5
CC(NC(=O)COc1ccc(C=NNC(=O)C(=O)Nc2ccccc2Br)cc1)c1ccccc1 (configuration not stated) | -12
COC(=O)c1ccc(C(=O)Nc2nc3c(C)ccc(C)c3s2)cc1 | -18
Cc1ccc(C)c(NC(=O)CSc2nccn3nc(-c4cccc5ccccc45)cc23)c1 | -14
